mcGAS inh: cyclic GMP-AMP synthase inhibitors, mouse, primary biochemical chemiluminescence. recombinant cGAS, Kinase-Glo ATP depletion luminescence. actives 0.15% (n = 160,000). Q8C6L5. inhibition, % at 12.5 µM. AID 1259399, 2018;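 further: 0% = negative control wells and 100% = reference inhibitor with no enzyme activity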
NPYLR7 ag: agonists of mosquito NPYLR7 receptor, primary screen, cell-based, Aedes aegypti, calcium fluorescence, mosquito biting behavior; Aedes aegypti neuropeptide Y-like receptor 7 (NPYLR7); HEK293T NPYLR7/Galpha15, GCaMP6s calcium fluorescence; activation, % at 10 µM; actives 0.15% (n = 270,000); AID 1259423, 2018; in the data active means activation above about 40%;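 further: 0% = vehicle and 100% = reference agonist at the receptor; some compounds past the cut are filed as inactive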
hcGAS lum: Primary biochemical luminescence assay for human cyclic GMP-AMP synthase inhibitors; Q8N884; recombinant h-cGAS, ATP depletion, Kinase-Glo luminescence; inhibition, % at 12.5 µM; actives 0.081% (n = 290,000);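 further: 0% = vehicle reaction and 100% = reaction without DNA for no activity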
Target sequence (Q8N884 whole entry, looked up): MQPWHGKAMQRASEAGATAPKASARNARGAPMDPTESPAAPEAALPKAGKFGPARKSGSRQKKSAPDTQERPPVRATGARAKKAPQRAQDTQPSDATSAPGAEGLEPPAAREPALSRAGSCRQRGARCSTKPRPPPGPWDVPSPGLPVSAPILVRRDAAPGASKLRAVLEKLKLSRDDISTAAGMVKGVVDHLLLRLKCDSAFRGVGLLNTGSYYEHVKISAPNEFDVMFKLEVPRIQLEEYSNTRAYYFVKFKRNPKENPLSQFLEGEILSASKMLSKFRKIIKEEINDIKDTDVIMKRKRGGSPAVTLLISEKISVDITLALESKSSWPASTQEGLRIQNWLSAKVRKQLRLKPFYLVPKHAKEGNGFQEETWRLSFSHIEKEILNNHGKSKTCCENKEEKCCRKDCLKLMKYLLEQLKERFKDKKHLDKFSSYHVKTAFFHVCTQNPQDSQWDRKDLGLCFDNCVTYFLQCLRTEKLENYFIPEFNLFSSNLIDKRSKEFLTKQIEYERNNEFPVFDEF
* = called active by the depositor; x = not tested or not shown; & = joins results of further samples. Unless noted, no stated cut-off is given here; in the data, active means inhibition above about 40%; inactive means the rest. Rows were taken by chance, and some 0.29% of all compounds hit somewhere here.

mol,hcGAS lum,mcGAS inh,NPYLR7 ag
O=C(Nc1ccc(-c2ccn[nH]2)cc1)C1CCCN(Cc2ccc3nonc3c2)C1 (configuration not stated),-2,x,7
Cc1cc(NC(=O)c2ccc(S(=O)(=O)N(C)Cc3ccccc3)cc2)n(C(C)C)n1,-11,-7,x
CN(CCc1ccccc1)CCc1ccccc1,-3,x,-3
Cc1noc(-c2cccnc2)c1C(=O)N1CCCC(CCc2ccc(C(C)(C)C)cc2)C1 (configuration not stated),-5,-5,23
CCn1ccc(-c2c(-c3ccccc3)ncn2Cc2cccnc2-n2cncn2)n1,-2,x,10
CCOC(=O)/C=C(\C)N1N=C(c2ccccc2)CC1c1ccccc1[N+](=O)[O-] (configuration not stated),-1,-2,-7
COc1cccc(CNC(=O)C2CCN(C(=O)[C@@H]3CCCN3C(=O)COC3C[C@@H](C)CC[C@@H]3C(C)C)CC2)c1 (some centres not stated),-7,-7,29
Cc1cc(C(C)C(=O)N(C)c2ccc(Br)cn2)c(C)o1 (configuration not stated),-2,x,7
CCCN(CCC)[P+](Nc1n[nH]c(=O)[nH]c1=O)(N(C)C)N(CCC)CCC,-4,x,-3
CCCCS(=O)CC(COC(=O)c1ccc(C)cc1)S(=O)CCCC (configuration not stated),-11,-9,1
CN(C)[C@@H]1C(=O)C(C(N)=O)C(=O)[C@@]2(O)C(=O)C3=C(O)c4c(O)ccc(Cl)c4[C@@H](O)[C@H]3C[C@@H]12 (some centres not stated),7&4&-7&5,-3&3,0&-9&-4&-2
CC1CCN(C(=O)CSc2ccc(NC(=O)c3cccs3)nn2)CC1,-2,x,-6
COc1ccc(-c2cc(NC(=O)CCC3CCCC3)n(-c3cc(Cl)ccc3Cl)n2)cc1,-3,-6,18
CCOC(=O)C(Cc1ccc(Cl)cc1)NC(=O)c1cccnc1Oc1cccc([N+](=O)[O-])c1 (configuration not stated),2,3,-7
O=S1(=O)CC2N=C(NN=Cc3ccccc3)SC2C1 (configuration not stated),-5,x,7
O=C(NC[C@H]1CCc2ccccc2O1)c1cn(CCN2CCCCC2)nn1,-8,x,4
C=C(C)Cn1c(=O)c2c(nc3n(CCCOC)c(C)cn23)n(C)c1=O,-4,x,-3
O=C1C(=Cc2ccccc2)N=C(S)N1C(=O)c1ccccc1,-5,-7,12
CCc1nc(CCNC(=O)[C@@]23CNC[C@@H]2CN(C2CCCC2)C3)no1,-5,-11,7
NC1=NC(c2cc(Cl)cc(Cl)c2O)n2c(nc3cc4c(cc32)OCCCO4)N1 (configuration not stated),-1,x,-6
COC(=O)C(Cc1ccccc1)NC(=O)c1c(OC)cccc1OCc1ccccc1 (configuration not stated),-4,-5,-5
CCOC(=O)C1(Cc2ccccc2)CCN(Cc2ccc(C#CC(C)(C)O)cc2)CC1,-6,-15,17
CCCCn1c(C(=O)Nc2ccc(C)c(F)c2)cc2c(=O)n(C)c(=O)n(C)c21,-6,-6,1
CNC(=O)c1cccnc1N1CCOCC(CN(C)C)C1 (configuration not stated),-4,x,-2
O=S(=O)(Cc1ccon1)N1CCNCC1,-18,x,-4
C=CCOC(=O)C1C(C)=Nc2nc(SCCCC)[nH]c(=O)c2C1c1cccc(F)c1 (configuration not stated),-5,x,-2
CN(C)C(=O)c1ccc(-c2ccc3c(c2)OCO3)s1,-7,-10,26
O=C1OC(c2ccc3ccccc3c2)=NC1=Cc1cc(Br)cs1,-5,-4,2
CCOC(=O)c1nn(-c2ccc(C)cc2)c(=O)c2c(NC(=O)c3cccc([N+](=O)[O-])c3C)scc12,-1,-6,7
NC1(CNC(=O)c2ccc(Br)cc2)CCCC1,-9,x,11

More results follow.
mol,hcGAS lum,mcGAS inh,NPYLR7 ag
CCCOC1CCCN(c2nncc(-c3cccc(F)c3)n2)C1 (configuration not stated),-6,-9,-2
CCOC(=O)c1nnc(NC(=O)c2cc(Cl)cc(Cl)c2)s1,-1,x,4
COCCCN(CC(=O)N(Cc1ccccc1)Cc1ccco1)C(=O)Nc1cccc(Br)c1,-6,-5,5
CCC(C)C(=O)NS(=O)(=O)c1cc(Cl)c(N)c(Cl)c1 (configuration not stated),-8,x,0
CC(Sc1nnc(N)s1)C(=O)c1c(N)n(C)c(=O)n(C)c1=O (configuration not stated),-6,x,1
O=C(c1ccc(N2CCNCC2)nc1)N1CCC(CCc2ccccc2)CC1,-1,-19,7
COc1cc(NC(=O)Cc2cnc3c(C)cccn23)ccc1NC(=O)CC(C)C,-3,-10,3
O=C1CCCN1CCCC(=O)N1CCCC(Nc2cccc(F)c2)C1 (configuration not stated),0,x,5
Cc1cc(C)c2nc(SCC(=O)N(C)C3CCS(=O)(=O)C3)cc(C)c2c1 (configuration not stated),10,x,-4
CC(C)(C(=O)NCc1ccc(C(N)=O)o1)c1ccc(F)cc1,-1,2,0
Cc1cccc(NC(=O)Nc2cn(C)c3ccccc23)n1,1,-2,-3
Cc1ccc(-c2noc(CCNC(=O)c3cc(C4CC4)[nH]n3)n2)cc1,-2,-3,-5
COc1cc(/C=C2\C(=O)N(c3ccc(Cl)c(C(=O)O)c3)N=C2C)c([N+](=O)[O-])cc1OC,-1,-1,-5
O=S(=O)(c1ccccc1F)N1CCC(Cc2ccc(-c3ccccc3)cc2)CC1,-1,-1,0
COc1cccc(CN(CC2CC(c3ccc(Cl)c(Cl)c3)=NO2)C(=O)c2cccs2)c1 (configuration not stated),-1,-7,5
COc1ccc(CN2CCCCCC2)cc1OCC(O)CN1CCCCCCC1 (configuration not stated),-6,-14,15
CCc1nnc(NC(=O)CCCN2C(=O)NC(C)(C)C2=O)s1,-3&-4,x,-3&-1
CC(C)N(Cc1nccn1C)C(=O)CCc1nnc(C2(c3ccc(Cl)cc3)CCC2)o1,-6,-5,-1
N#CCSc1ncnc2sc3c(c12)CCCC3,-7,x,4
CCN1CCN(CC(O)COC23CC4CC(CC(C4)C2)C3)CC1 (configuration not stated),-2,-6,17
CC(C#N)CNC(=O)OC(C)(C)C (configuration not stated),-7,-17,-8
COc1ccccc1CN1CNC(=S)NC1,-6,-7,-11
CN1Cc2ccccc2CC1C(=O)O (configuration not stated),3,x,-11
CN(CC(=O)NCC(=O)N1CCCC1)Cc1cc(Br)cs1,6,x,-8
CC(=O)c1ccc(S(=O)(=O)N(C)Cc2c(Cl)cccc2Cl)cc1,-5,x,9
CC(=O)c1cccc(-c2ccc(CN3CCCC3)cc2)c1,1,0,-4
COc1cccc(OC)c1C(=O)N1CCN(C(=O)CCCSc2nnc(Cc3ccccc3)n2-c2ccccc2)CC1C (configuration not stated),2,2,-4
CCOC(=O)c1cc(C(C)(C)C)n(C2CCN(C(=O)c3ccc(F)c(OC)c3)CC2)n1,-5,-5,9
CCOc1ccc(N(Cc2nnc3n2CCCCC3)C(=O)Nc2ccccc2OC)cc1,-6,x,1
CSc1cccc([C@@H]2C[C@H]3CN(Cc4cccc(Cl)c4)C(=O)[C@]34CCCN24)c1,-2,x,6

The list goes on:
mol,hcGAS lum,mcGAS inh,NPYLR7 ag
Cc1cccc(CN2CCCC3(CCN(c4nc5ccccc5s4)C3)C2=O)c1 (configuration not stated),-5,-16,0
CC1CCN(Cc2csc(NC(=O)c3cc(Br)ccc3F)n2)CC1,0,-2,0
COc1ccccc1C1CC(c2ccc(C)cc2)=NN1C(=O)CN(C)c1ccccc1 (configuration not stated),-5,-6,14
COc1cc(C(=O)N2CCc3sccc3C2)ccc1OC1CCN(C(C)=O)CC1,-4,-8,-2
CCN1C(=O)C(=Cc2cc(C)n(CC(F)(F)F)c2C)SC1=S,-4,x,-7
Cc1ccc(Cn2nc(-c3cccs3)c3sc(N4CCCC4)nc3c2=O)cc1,-8,-8,-2
CN(Cc1cccnc1)c1ccc2c(-c3ccccc3F)noc2n1,-10,-8,4
c1ccc2c(c1)CCCN2c1nc2ccccc2n2nnnc12,3,1,3
COC(=O)C1C(C(=O)OC)C2(OC(c3ccccc3)=CC2=O)C12OC(c1ccccc1)=CC2=O (configuration not stated),3,x,-7
C=CCOC(=O)C1=C(C)N=c2sc(=Cc3ccc([N+](=O)[O-])cc3)c(=O)n2C1c1ccccc1 (configuration not stated),6,4,-8
Cc1cc(C)n2nc(C)c(C(=O)N(C)c3cc(F)ccc3F)c2n1,-7,x,6
Cn1c(SCCC23CC4CC(CC(C4)C2)C3)nnc1-c1cccnc1,-9,x,-1
CCOc1ccc(NC(=O)CSc2nc(=O)n(CCN3CCOCC3)c3c2CCC3)cc1,-7,-8,2
O=C(CSc1ncccn1)N1CCCC(CO)(CCc2ccccc2)C1 (configuration not stated),-7,x,9
CC1(C(=O)NCCc2c[nH]c3ccccc23)CCN1Cc1ccc2ccccc2c1 (configuration not stated),-2,-2,-2
COc1ccc2nc(-c3ccc(Cl)c(F)c3)n(Cc3ccccc3)c(=O)c2c1,-7,-6,4
CCc1ccc[n+](C2=C(c3c(C(C)C)[nH]n(-c4ccccc4)c3=O)C(=O)N(c3ccc(F)cc3)C2=O)c1,-8,-5,-2
Cc1ncsc1CCC(=O)N(C)Cc1csc(C(C)C)n1,-5,x,-8
Cc1ccc(C(C2Sc3nc(C)nn3C2=O)N2CCC(C(N)=O)CC2)cc1 (configuration not stated),-8,x,-1
COc1ccc(S(=O)(=O)NCc2ccco2)cc1OC,-1,-3,1
Cc1nn(C)c(C)c1S(=O)(=O)NC1CCc2nn(CC3CC3)c(=O)n2CC1 (configuration not stated),-6,-4,x
Nc1nc2n(n1)C(c1ccc(F)cc1)CC(c1ccc(F)cc1)N2 (configuration not stated),-8,x,1
O=C(Nc1ccc(F)cc1)N(Cc1ccc(F)cc1)C1CC1,-8,-5,10
CCc1nc2ccc(C(=O)NCc3cccs3)cn2c1N(C)Cc1nccs1,-6,-2,-8
Cc1cccc(-n2c(CNC(=O)c3ccco3)nnc2SCC(=O)Nc2nccs2)c1,-8,-4,9
COc1ccc2oc(-c3ccccc3[N+](=O)[O-])cc(=O)c2c1,-3,-7,-11
Cc1c(C(=O)N(C)CCC#N)c(C(F)(F)F)nn1C1CCCN(C(C)C)C1 (configuration not stated),-9,x,15
CC1=NN(CC(N)=O)c2nc3c(c(=O)n(CCC(C)C)c(=O)n3C)n2C1,4,-8,2
CC1SC(c2ccccc2Cl)N(CCCN(C)C(=O)NC(C)(C)C)C1=O (configuration not stated),1,-4,20
CC(C)CNC(=O)c1coc(CN(CCc2c[nH]c3ccccc23)Cc2cccc(F)c2)n1,-5,-2,11

Individual results from above.
Value for Cc1ccc(C(C2Sc3nc(C)nn3C2=O)N2CCC(C(N)=O)CC2)cc1 (configuration not stated) in NPYLR7 ag: -1
Value for CCOc1ccc(NC(=O)CSc2nc(=O)n(CCN3CCOCC3)c3c2CCC3)cc1 in mcGAS inh: -8
Value for COc1ccc2nc(-c3ccc(Cl)c(F)c3)n(Cc3ccccc3)c(=O)c2c1 in hcGAS lum: -7
Value for O=C(Nc1ccc(F)cc1)N(Cc1ccc(F)cc1)C1CC1 in mcGAS inh: -5
Value for CCc1nc2ccc(C(=O)NCc3cccs3)cn2c1N(C)Cc1nccs1 in mcGAS inh: -2
Value for C=CCOC(=O)C1=C(C)N=c2sc(=Cc3ccc([N+](=O)[O-])cc3)c(=O)n2C1c1ccccc1 (configuration not stated) in NPYLR7 ag: -8

3 entries from above in another layout:
Nc1nc2n(n1)C(c1ccc(F)cc1)CC(c1ccc(F)cc1)N2 (configuration not stated)
  hcGAS lum = -8
  mcGAS inh = x
  NPYLR7 ag = 1
Cc1c(C(=O)N(C)CCC#N)c(C(F)(F)F)nn1C1CCCN(C(C)C)C1 (configuration not stated)
  hcGAS lum = -9
  mcGAS inh = x
  NPYLR7 ag = 15
CC1=NN(CC(N)=O)c2nc3c(c(=O)n(CCC(C)C)c(=O)n3C)n2C1
  hcGAS lum = 4
  mcGAS inh = -8
  NPYLR7 ag = 2

Following part.
mol,hcGAS lum,mcGAS inh,NPYLR7 ag
CCOC(=O)CC1C(=O)NCCN1C(=O)Nc1cccc(C(=O)OCC)c1 (configuration not stated),-6,-6,-6
Cc1noc(C)c1CCNc1nccc(CCC(F)(F)F)n1,0,x,-1
CC(=O)N(CCN(C)C)Cc1c(-c2ccccc2)noc1N1CCCC1,-4,-6,9
CCCCN(C1=NC2CS(=O)(=O)CC2S1)c1ccc(Cl)cc1 (configuration not stated),-4,-4,3
CCCCCCCCCCCC(=O)N(CCOC)Cc1nc(C(=O)OCC)cs1,-2,-5,23
Cc1nc(Cn2nc(C3CCNCC3)n(Cc3ccccc3)c2=O)cs1,0,x,3
CC(C)CCn1c(=O)n(Cc2ccccn2)c2cc(C(=O)O)ccc21,-2,-12,-5
CC(C)(C)C1CCC(NC(=O)C(=O)c2ccc(C3CCCCC3)cc2)CC1 (configuration not stated),-8,-3,-18
CC(C)c1cc(C(=O)NCC2CCCS2)nn1C (configuration not stated),-8,-8,11
CN1CCCCCC(O)c2cc(C(=O)N3CCN(C4CCCCC4)CC3)ccc21 (configuration not stated),-8,-3,x
Cc1ccc(-n2c(C)nc3ccc(NC(=O)c4cccnc4)cc3c2=O)cc1,-3,x,-8
COc1cc(C=CC(=O)N2CCC(O)(Cc3ccccc3)CC2)ccc1OCc1ccccc1,-4,-5,11
Cc1cccn2c(=O)c3cc(C(=O)NCCN(C)C)n(C)c3nc12,-3,x,7
O=C1NC(c2cc(-c3ccccc3)cs2)Nc2ccccc21 (configuration not stated),-6,x,-7
Cc1ccc(-n2nc3c(c2NC(=O)c2ccccc2C)CSC3)c(C)c1,1,x,5

Screening results (PubChem BioAssay)
